P. falciparum M17LAP – P. falciparum M17LAP inhibitors, primary screen, biochemical, fluorogenic H-Leu-NHMec substrate, 1536-well (AID 1619); recombinant M17LAP, H-Leu-NHMec fluorogenic kinetic assay; higher % means a stronger effect; inhibition, % at 30 µM, or IC50 in µM where a hit was titrated; hit rate 0.38% among 220,000;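 active means compound inhibiting the enzyme by more than half at any dose during confirmatory dose-response retesting; inconclusive means strong single-dose inhibitors picked by rank but not retested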;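 further: plate controls were full reaction with DMSO carrier for no effect and no enzyme background for full effect; strong numbers were not always called active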
Dynein cargo inh – dynein cargo transport inhibition; 3617.4 mouse cells, GR-EGFP nuclear translocation imaging; test concentration mostly 20 µM; stimulated with dexamethasone, 1 µM; hits give low values; hit rate 0.47% among 220,000; z-score, hits read low;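 active means plate z-score of nuclear minus cytoplasmic receptor signal below a set negative limit, without overly bright fluorescence or cell loss, cut at about -3.5 in these data, passing the limit was not always enough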;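 further: z-score of nuclear minus cytoplasmic ring GR-EGFP intensity difference per well; some compounds called inactive have numbers as strong as hits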
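Schedule: 48 h induction, then 1 h compound, then 30 min agonist, 37 °C. Buffer or medium: tetracycline-free induction medium containing charcoal-stripped FBS. Reagent: 1.0 µM final dexamethasone stimulus. Evaluation: nuclear versus cytoplasmic GR-EGFP signal, averaged per well. Signal: high-content fluorescence imaging after fixation.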
KOR beta-arrestin-1 – kappa opioid receptor blockers – cell-based, luminescence, uHTS (AID 1778); KOR beta-arrestin recruitment, luminescence, antagonist mode; higher % means a stronger effect; one-dose inhibition, % at 10 µM; IC50 in µM for titrated hits; hit rate 0.091% among 290,000; further: strong numbers were not always called active
KOR beta-arrestin-2 – KOR agonists, beta-arrestin recruitment, primary screen, cell-based, luminescence, uHTS (AID 1777). KOR beta-arrestin recruitment, luminescence; higher % means a stronger effect. hit rate 0.02% among 280,000. activation, % at 10 µM, or EC50 in µM where a hit was titrated; in the data active means activation above about 50%, passing the limit was not always enough; further: a part of the inactive calls stands beside numbers as strong as those of hits
NOD2 inhibition – NOD2 signaling inhibitors, cell-based, luminescence, uHTS, HEK293 (AID 1566) | HEK293 NOD2/NF-kB luciferase reporter, luminescence; higher % means a stronger effect | inhibition, % at 4 µM; hits with a dose series show EC50 in µM | hit rate 0.63% among 290,000; further: many of its hits are not listed in these tables
M1AAP inhibition – P. falciparum M1AAP inhibitors, biochemical, fluorogenic H-Leu-NHMec substrate, 1536-well (AID 1445); recombinant M1AAP, H-Leu-NHMec fluorogenic kinetic assay; higher % means a stronger effect; inhibition, % at 30 µM, or IC50 in µM where a hit was titrated; hit rate 0.42% among 220,000;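 active means primary inhibition above the hit cutoff, then over 50% inhibition at one or more dose response concentrations, cut at about 23% in these data, passing the limit was not always enough; inconclusive means conflicting primary data, or primary hits not chosen for dose response; inactive means low primary inhibition, or under 50% at every dose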;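 further: plate controls were DMSO full reaction for no effect and no enzyme background for full effect; strong numbers were not always called active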
GPR55 beta-arrestin – selective activators of receptor GPR55 – imaging, U2OS cells, beta-arrestin-GFP redistribution, primary screen (AID 1961) | U2OS GPR55 beta-arrestin-GFP redistribution imaging; higher % means a stronger effect | activation, % at 10 µM, or EC50 in µM where a hit was titrated | hit rate 0.048% among 290,000;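 active means activation above 40% with more than 50 cells counted in the well; inconclusive means wells holding fewer than 50 cells, flagged as toxic or sparse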;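 further: U2OS osteosarcoma cells stably expressing GPR55 and beta-arrestin-GFP; plate controls were DMSO negative control for no effect and LPI positive control for full effect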
AID2073 – disruptors of CaV2.2 binding to Mint1 – biochemical, HTRF (AID 2073); hit rate 0.19% among 290,000; HTRF protein-protein interaction, Mint1-CaV2.2; higher % means a stronger effect; inhibition, % at 20 µM; hits with a dose series show IC50 in µM; in the data active means inhibition mostly above about 51%, no sharp cut-off; inconclusive means no clear call, values can overlap the other calls; inactive means mostly below about 53%; further: some results filed as inactive read as strong as hits
NOD1 NF-kB reporter – inhibition of NOD1-driven NF-kB reporter – cell-based, luminescence, uHTS, primary screen (AID 1578); NOD1-driven NF-kB luciferase reporter cells, luminescence; higher % means a stronger effect; hit rate 1% among 290,000; one-dose inhibition, % at 4 µM; EC50 in µM for titrated hits; in the data active means inhibition mostly above about 36%, no sharp cut-off; inactive means mostly below about 34%;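 further: HEK-293T reporter cells stimulated with the NOD1 agonist gamma-tri-DAP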
Dynein cargo inh cytoplasmic EGFP – further read-out of Dynein cargo inh, marked with its call; z-score; measured here: cytoplasmic GR-EGFP intensity; hits give high values
Dynein cargo inh nuclear GR-EGFP – second read-out of Dynein cargo inh, no call of its own (marks repeat the call); z-score; measured here: nuclear GR-EGFP intensity;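 lower value marks the stronger effect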
Dynein cargo inh cell count – also measured in Dynein cargo inh; calls as there; z-score; measured here: cell count per field
* = called active by the depositor; ? = inconclusive; / = not tested or not shown; [ ] = dose if it differs, or a comment. Unless noted, no stated cut-off is given here; in the data, active means inhibition above about 50%; inactive means the rest.

SMILES	P. falciparum M17LAP	Dynein cargo inh	Dynein cargo inh cytoplasmic EGFP	Dynein cargo inh nuclear GR-EGFP	Dynein cargo inh cell count	KOR beta-arrestin-1	KOR beta-arrestin-2	NOD2 inhibition	M1AAP inhibition	GPR55 beta-arrestin	AID2073	NOD1 NF-kB reporter
CC(=O)Nc1cc([N+](=O)[O-])ccc1N1CCOCC1	10%	0.87	0.59	0.97	-1.2	-3%	-0.3%	-4%	10%	0.1%	9%	-9%
CCN(CCO)c1ncnc2c1sc1nc(CC(C)C)c3c(c12)CC(C)(C)OC3	6%	2.2	-0.15	2	-1.4	35%	-2.1%	0%	7%	-0.1%	13%	34%
CN(C)c1ccc(Nc2ncnc3ccc(Br)cc23)cc1	/	/	/	/	/	-21%[20 µM]	-2.5%	-9%	/	-0.2%	-11%	54%
Nn1c(SCc2ccccc2)nc2ccccc21	/	/	/	/	/	4%	4.7%	-76%	/	-0.2%	6%	6%
CCOC(=O)c1c(C)[nH]c(C(=O)CSc2nc(C)cc(C)n2)c1C	19%	-0.64	-0.035	-0.53	0.71	9%	-1.3%	14%	4%	0.1%	-4%	-16%
CC(C)OCCCNC(=O)c1ccc(C2SCC(=O)N2Cc2ccco2)cc1 (centres undefined)	9%	-1.7	0.2	-0.71	1.5	-27%[20 µM]	/	-6%	8%	-0.1%	61%	-8%
CC(C)[C@H](NC(=O)C1CCN(S(=O)(=O)c2ccc(F)cc2)CC1)C(=O)N1CCCCCC1	/	/	/	/	/	-15%	1.6%	-2%	/	-0.1%	2%	-23%
Cc1ccnc(NC(=S)NC(=O)c2cccs2)c1	11%	-0.097	-0.24	0.034	-0.11	36%	-6.2%	-79%	9%	-0.3%	8%	-29%
O=S(=O)(Nc1ccc(S(=O)(=O)Nc2nccs2)cc1)c1ccc(Br)cc1	/	/	/	/	/	-6%	5.4%	2%	/	-0.1%	14%	-14%
Cc1cc(Cl)ccc1NC(=S)N1CCOCC1	0%	-0.7	-0.19	-0.18	0.21	/	1.4%	19%	7%	0.8%	-27%	-16%
CC1(C)CC(=O)/C(=C(/O)Cc2ccccc2)C(=NCCc2ccccc2)C1	8%	0.16	-0.23	0.13	-0.18	10%	-2.9%	4%	0%	0.4%	12%	-14%
COc1ccc(C2(C(=O)Nc3ccc(C(=O)O)cc3)CCOCC2)cc1	-3%	-1	-0.21	-0.71	1.4	28%	-3.4%	16%	-2%	-0.1%	-2%	2%

Some values from the results shown.
CCN(CCO)c1ncnc2c1sc1nc(CC(C)C)c3c(c12)CC(C)(C)OC3 @ NOD1 NF-kB reporter: 34%
CN(C)c1ccc(Nc2ncnc3ccc(Br)cc23)cc1 @ GPR55 beta-arrestin: -0.2%

Other results:
SMILES	P. falciparum M17LAP	Dynein cargo inh	Dynein cargo inh cytoplasmic EGFP	Dynein cargo inh nuclear GR-EGFP	Dynein cargo inh cell count	KOR beta-arrestin-1	KOR beta-arrestin-2	NOD2 inhibition	M1AAP inhibition	GPR55 beta-arrestin	AID2073	NOD1 NF-kB reporter
c1ccc(-c2csc3ncnc(N4CCN(Cc5ccc6c(c5)OCO6)CC4)c23)cc1	/	/	/	/	/	-4%	-6.8%	13%	/	-0.1%	8%	-1%
C/C=C/C(=O)OCC(=O)Nc1nc2ccc(C)cc2s1	2%	0.25	0.062	0.22	0.39	-5%	-1.3%	-2%	6%	-0.1%	10%	-7%
COc1ccc(C(=O)/C=C/Nc2ccc(S(=O)(=O)Nc3cccc(C(C)=O)c3)cc2)cc1	2%	0.16	0.9	0.7	-0.67	-19%	4.3%	25%	13%	-0.3%	28%	34%
O=c1c2c(n3cnnc3n1C1CCCCC1)-c1ccccc1CC21CCCCC1	-11%	-0.64	-0.21	-0.58	-0.73	15%	-8.8%	13%	5%	-0.2%	0%	-15%
O=C1c2ccc3c4c(ccc(c24)C(=O)N1NC(=O)C(F)(F)F)CC3	10%	1.2	-0.21	0.93	0.25	-9%	-1.1%	2%	9%	0.0%	-4%	-14%
Cc1noc(C)c1CSc1nnc2cc(C)c3ccccc3n12	/	/	/	/	/	-5%	-4.3%	2%	/	-0.2%	-5%	-10%
Cc1c(-c2ccccc2)oc2nc3c(c(=O)n(C)c(=O)n3C)n12	/	/	/	/	/	-4%	-4.7%	17%	/	-0.2%	9%	-5%
O=C(C1CCCC1)N1CCC(CC2CC(c3cccc(Br)c3)=NO2)(C(=O)NCC2CCCCC2)CC1 (centres undefined)	/	/	/	/	/	-16%[20 µM]	1.7%	-36%	/	-0.1%	10%	-18%
COc1cc(CC(=O)OCC(=O)Nc2ccc3c(c2)OCCO3)cc(OC)c1OC	-1%	-0.44	-0.3	-0.28	-0.0054	-12%	-1.8%	-3%	2%	0.3%	1%	-30%
NS(=O)(=O)c1ccc(CCNC(=O)c2cc(=O)[nH]c3ccccc23)cc1	/	/	/	/	/	-3%	-1.9%	-5%	/	-0.2%	3%	13%
NC(=O)[C@@H]1CCNc2c(I)cc([N+](=O)[O-])cc2C(=O)N[C@@H](CO)C(=O)N[C@@H](Cc2ccc(O)cc2)C(=O)N1	25%	-0.23	0.5	0.29	0.95	17%	-1.9%	11%	8%	0.3%	3%	-5%
CCN(C(=O)COC(=O)CN(C)S(=O)(=O)c1ccc(NC(C)=O)cc1)C1CCS(=O)(=O)C1 (centres undefined)	/	/	/	/	/	-23%	3.4%	-7%	/	-0.1%	-4%	-45%
Cc1ccc(/C=N\NC(=O)c2csnn2)cc1	26%	-0.4	1.5	-0.4	0.13	-32%	7.0%	-83%	2%	0.0%	-30%	-13%
O=C(CN1CCN(c2ccccn2)CC1)Nc1ccc(OCc2ccccc2)cc1	0%	0.12	-0.18	-0.16	0.25	-8%	1.2%	16%	-2%	0.2%	-8%	17%
COCC(C)NC(=S)N1CCN(c2ccccc2Cl)CC1 (centres undefined)	-7%	0.61	-0.22	0.68	-1	20%	-7.2%	-5%	5%	0.6%	-13%	-16%
CCOc1ccc(NC(=O)CCN2CCCCC2)cc1	3%	0.19	-0.041	0.43	-0.29	10%	15%	10%	6%	-0.2%	1%	-14%
CCn1c(SCC(=O)N2CCN(c3ccccc3)CC2)nnc1-c1ccoc1C	19%	0.72	-0.19	0.75	-0.099	17%	-3.1%	19%	1%	-0.2%	-9%	12%
Nc1nc(-c2ccco2)nn1S(=O)(=O)c1ccccc1	11%	0.65	-0.2	0.23	-0.58	4%[20 µM]	/	-11%	-3%	0.2%	6%	-29%
Cc1ccc(-n2ncc3c(=O)n(CC(=O)OCc4ccccc4)cnc32)cc1	7%	-0.18	-0.22	0.21	-0.11	24%	-6.0%	2%	-4%	-0.2%	-2%	1%
CC(=O)N1c2ccc(S(=O)(=O)N(C)CC(=O)NC3CCCC3)cc2CC1C (centres undefined)	/	/	/	/	/	-41%	8.1%	4%	/	-0.1%	-9%	-16%
Cc1cc(-c2ccccc2)n2nc(N)nc2n1	2%	-0.24	-0.75	-0.29	-0.12	-6%	2.4%	14%	4%	0.0%	2%	-10%
CCCNS(=O)(=O)c1ccc(CCC(=O)NCc2ccco2)cc1	-18%	-0.54	-0.28	-0.11	-0.21	27%	1.0%	-3%	7%	0.5%	-10%	-23%
COc1ccc(OC)c(-n2c(SCC(C)=O)nnc2-c2cccc(S(=O)(=O)N(C)C)c2)c1	6%	-0.9	-0.19	-0.26	1.1	21%	-3.9%	6%	10%	0.3%	2%	2%
Cc1ccc(CSC2=NCCN2C(=O)c2ccc(S(=O)(=O)N(C)C)cc2)cc1	0%	1.1	-0.25	0.76	-0.66	-3%	-4.6%	-5%	0%	-0.3%	-2%	-19%
O=C1/C(=C\c2ccco2)SC(=S)N1c1ccc(O)cc1	16%	1.2	0.091	0.29	-1.6	-17%	1.4%	13%	10%	0.0%	39%	-9%
COC(=O)C1C(=O)C2=C(CC1C)NC(=O)CC2c1ccccc1 (centres undefined)	5%	0.27	-0.19	0.0094	-0.4	1%	0.3%	6%	7%	-0.1%	-3%	-39%
ON1C(c2ccccc2C(F)(F)F)N(O)[C@H]2CCCC[C@H]21 (some centres undefined)	-18%	0.0038	-0.23	-0.13	0.64	16%	-0.3%	8%	3%	0.3%	4%	-8%
O=C1C(NS(=O)(=O)c2cccs2)=C(N2CCN(c3ccccc3)CC2)C(=O)c2ccccc21	-8%	0.97	-0.18	0.67	-0.36	5%	4.1%	7%	5%	-0.2%	0%	-37%
Cc1ccc(/C=N/NC(=O)CNC(=O)c2cccs2)cc1	/	/	/	/	/	27%	-2.9%	3%	/	0.4%	-3%	-13%
CN(C)c1ccc(S(=O)(=O)NCC(=O)OCC(=O)Nc2cc(Cl)cc(Cl)c2)cc1[N+](=O)[O-]	15%	0.34	-0.27	0.46	-0.23	17%	-4.2%	14%	5%	0.1%	4%	-25%
Cc1cc2nc3c(=O)[nH]c(=O)[nH]c3nc2c([N+](=O)[O-])c1N	-30%	1.7	-0.3	0.9	-0.86	-15%	-5.4%	14%	0%	1.0%	?	-30%
CC1(C)Cc2c(cnn2-c2ccccc2)C(NC(=O)c2ccc[n+]([O-])c2)C1 (centres undefined)	/	/	/	/	/	28%	-4.7%	8%	/	-0.1%	8%	24%
CCOC(=O)c1c(N)sc(C(=O)Nc2ccccc2)c1C	12%	-0.075	-0.3	0.2	0.26	-11%[20 µM]	/	-194%	0%	0.2%	-8%	-19%
COc1cc(C=O)c(-c2c(C=O)cc(OC)c3c2OCO3)c2c1OCO2	/	/	/	/	/	-32%[20 µM]	-0.9%	14%	/	-0.1%	3%	-28%
Cc1ccc(S(=O)(=O)CC(=O)Nc2nc3ccccc3s2)cc1	/	/	/	/	/	10%	-3.7%	-3%	/	-0.2%	5%	-15%
Clc1ccccc1CN(Cc1ccccc1)c1ncnc2nc[nH]c12	20%	0.27	-0.24	0.073	-1.2	-31%	-0.5%	-4%	-3%	-0.2%	-6%	13%
COc1ccccc1N1CCN(/N=C/c2ccc(C(=O)O)cc2)CC1	/	/	/	/	/	12%	-7.2%	-120%	/	0.0%	-10%	-3%
Cc1cccn2c(=O)c3cc(S(=O)(=O)c4ccccc4)c(=N)n(Cc4ccc(F)cc4)c3nc12	/	/	/	/	/	-12%	-2.3%	0%	/	0.3%	18%	1%

Bioassay records: PubChem BioAssay, several laboratories

This is a subset, so the mix of outcomes need not match the whole.
